MEKK2 WT-MEK5 = modulators of MEK5 binding to wildtype MEKK2, primary screen, biochemical, multiplex bead flow cytometry, Alexa488-MEK5 | Alexa488-MEK5 binding to MEKK2 WT; actives lie on both sides | binding response (% of control), % at 10 µM | 290,000 tested, 1.1% active; in the data active means binding response below about 67% or above about 130%
PfM18AAP inh = PfM18AAP inhibitors, malaria aminopeptidase, primary screen, biochemical, QFRET, recombinant enzyme. inhibition, % at 7.35 µM. 290,000 tested, 1.2% active. H-Glu-NHMec fluorogenic cleavage. AID 1822, 2009;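 active means inhibition above the campaign mean inhibition over all tested compounds plus 3 SD, cut at about 28% in these data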;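 further: 0% = plate median of test compound wells and 100% = 2 mM ZnCl2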
MEKK2mut PB1 HTS = MEK5 binding signal on mutant MEKK2 PB1, primary screen, biochemical, multiplex bead flow cytometry, Alexa488-MEK5; Alexa488-MEK5 binding to MEKK2 mutant; 290,000 tested, 0.35% active; percent response, % at 10 µM; in the data active means percent response above about 24%, passing the limit was not always enough; further: inactives centre near 1; some results filed as inactive read as strong as hits; reference of the scale not given here
NALP1 inh = NALP1 inflammasome inhibitors in reconstituted yeast, colorimetric, S. cerevisiae, triplicate retest | S. cerevisiae NALP1/ASC/caspase-1 growth, X-gal OD620, 72 h | inhibition, % at 10 µM | 280,000 tested, 0.61% active | AID 2071, 2009; in the data active means inhibition mostly above about 24%, no sharp cut-off; inactive means mostly below about 32%; further: some compounds called inactive have numbers as strong as hits
MEKK3 PB1 HTS = modulators of MEKK3-MEK5 PB1 binding, primary screen, biochemical, wildtype MEKK3, multiplex bead flow cytometry, Alexa488-MEK5 | Mitogen-activated protein kinase kinase kinase 3 (Homo sapiens), Q99759 | bead-based flow cytometry, Alexa488-MEK5 binding to MEKK3; actives lie on both sides; 0 = blocked by unlabeled MEK5, 100 = vehicle | binding response (% of control), % at 10 µM | 290,000 tested, 1.4% active;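 active means binding response more than 3 SD above or below the average of its plate-row segment, actives on both sides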;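 further: Alexa488 bead fluorescence after subtracting the streptavidin-only scavenger bead signal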
Target sequence (Q99759 whole entry, looked up): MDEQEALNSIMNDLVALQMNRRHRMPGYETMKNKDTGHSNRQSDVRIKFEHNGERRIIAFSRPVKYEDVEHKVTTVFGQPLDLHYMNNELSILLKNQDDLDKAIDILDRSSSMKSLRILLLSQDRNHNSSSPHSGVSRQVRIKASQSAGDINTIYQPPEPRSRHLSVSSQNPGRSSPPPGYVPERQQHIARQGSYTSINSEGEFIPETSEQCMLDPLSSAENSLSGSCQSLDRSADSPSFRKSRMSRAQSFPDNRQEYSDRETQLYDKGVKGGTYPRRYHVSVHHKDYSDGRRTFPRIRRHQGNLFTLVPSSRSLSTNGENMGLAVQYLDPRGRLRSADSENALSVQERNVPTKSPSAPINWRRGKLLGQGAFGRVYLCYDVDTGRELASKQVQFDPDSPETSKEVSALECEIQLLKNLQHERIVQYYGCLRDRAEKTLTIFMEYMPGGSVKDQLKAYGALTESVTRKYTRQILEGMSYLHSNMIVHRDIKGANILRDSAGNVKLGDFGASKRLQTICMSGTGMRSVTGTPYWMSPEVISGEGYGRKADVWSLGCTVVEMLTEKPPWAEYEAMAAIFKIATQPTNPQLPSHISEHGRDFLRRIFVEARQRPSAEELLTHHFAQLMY
UBC9 SUMO inh = inhibitors of in vitro SUMOylation cascade, primary screen, biochemical, HTRF, uHTS | inhibition, % at 35 µM | AID 2006, 2009 | HTRF SUMOylation assay, SAE1/SAE2 + UBC9 | 290,000 tested, 0.36% active | SUMO-conjugating enzyme UBC9 (Homo sapiens), P63279; in the data active means inhibition above about 50%, passing the limit was not always enough; further: strong numbers were not always called active
Target sequence (P63279 whole entry, looked up): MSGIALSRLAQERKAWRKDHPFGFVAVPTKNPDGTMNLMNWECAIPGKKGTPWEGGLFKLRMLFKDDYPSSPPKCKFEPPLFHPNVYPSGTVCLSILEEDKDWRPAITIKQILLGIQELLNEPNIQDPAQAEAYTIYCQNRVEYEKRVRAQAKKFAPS
p-CIP stab down = p/CIP-EGFP fusion destabilizers, primary screen, fluorescence, F442A cells; 16 h; 290,000 tested, 0.01% active; AID 1984, 2009; Q05BA5; decrease of EGFP signal, % at 10 µM;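 active means EGFP signal decrease of at least 30% at 10 µM or well 3 SD below plate mean, unless failing retest; inactive means the rest, including hits failing retest or dose response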; further: some compounds called inactive have numbers as strong as hits; many of its hits are not listed in these tables
IDE inh = human IDE inhibitors in live cells, primary screen, fluorescence polarization, HEK cells, FAbetaB substrate; Insulin-degrading enzyme (Homo sapiens), P14735; FAbetaB cleavage; inhibition, % at 5.59 µM; 320,000 tested, 0.41% active; AID 434962, 2010;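 active means percent inhibition above the average of all tested compounds plus 3 SD, set per screening campaign, cut at about 16% in these data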;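 further: IDE supplied by intact live HEK cells; FP after avidin binding of uncleaved biotin substrate so inhibition keeps polarization high; 0% = DMSO wells and 100% = 60 µM reference IDE inhibitor Ii1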
IDE cell activ = human IDE activators in live cells, primary screen, fluorescence polarization, HEK cells, FAbeta-B substrate; FAbeta-B cleavage; 0% vehicle, 100% cell-free pure enzyme wells; activation, % at 5.96 µM; Insulin-degrading enzyme (Homo sapiens), P14735; AID 493087, 2011; 340,000 tested, 0.073% active;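 active means activation above the mean of all tested compounds plus 3 SD, set per screening campaign, cut at about 17% in these data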
Starred values were filed as active, the others as inactive; / = no result given; [ ] = dose if it differs, or a comment.

SMILES	MEKK2 WT-MEK5	PfM18AAP inh	MEKK2mut PB1 HTS	NALP1 inh	MEKK3 PB1 HTS	UBC9 SUMO inh	p-CIP stab down	IDE inh	IDE cell activ
Cc1nc2ccc3nc(NC(=O)c4ccc5c(c4)OCCO5)sc3c2s1	106	3	1	25	106	-28	-1	-7	1
CC1Cc2cc(S(=O)(=O)N3CCC(C(=O)NCc4ccco4)CC3)ccc2N1C(=O)C1CCC1 (stereo not drawn)	97	0	2	-2	99	12	0	1	4
CC(C)(C)OC(=O)N[C@@H](Cc1ccccc1)C(=O)NCC1CCC(C(=O)N[C@@H](CC(=O)O)C(=O)O)CC1 (stereo partly drawn)	100	-5	-1	16	101	-4	-2	-2	4
O=C(c1ccco1)N1CCN(c2ncnc3c2cnn3-c2ccccc2)CC1	103	8	9	13	106	13	-5	0	-5
C=CCN=C(C)C1=C(O)CCC1=O	106	14	13	13	101	6	-2	0	2
Cn1cccc1Cc1nnc(SCC(=O)N2CCCC2)n1CCc1ccccc1	99	-6	2	3	104	11	-10	1	0
COC(=O)c1cc(C(=O)Nc2cc(C)on2)cc([N+](=O)[O-])c1	104	0	3	13	105	0	0	1	-2
O=C(NCc1ccc2c(c1)OCO2)C1CCN(S(=O)(=O)c2ccc(F)cc2)CC1	107	2	4	13	101	-1	-22	-3	-4
CCCCNC1CCS(=O)(=O)C1 (stereo not drawn)	102	1	4	47	105	-11	7	-4	1
COc1ccc(S(=O)(=O)NNC(=O)c2cc3cc4ccccc4nc3s2)cc1	93	16	-3	20	89	26	-12	0	6
CC(=O)c1cccc(OCc2cc(C(=O)N(C)Cc3cnccn3)no2)c1	106	-2	5	9	103	15	0	2	3
O=C(O)CCC(=O)Nc1sc2c(c1C(=O)Nc1cccc3ccccc13)CCCCC2	97	30*	0	27	102	30	-18	6	-7
COc1ccc(-n2c(SCc3ccc([N+](=O)[O-])cc3)nnc2-c2ccccc2)cc1	91	14	0	-4	96	-4	-19	2	1
Nn1c(SCc2ccccc2F)nnc1-c1cccnc1	85	5	-17	4	87	-12	-5	1	/
CC(C)C(NC(=O)C1CCC(C(C)(C)C)CC1)C(=O)NCc1cccnc1 (stereo not drawn)	95	-1	-7	-11	93	-8	-3	-2	6
O=C(NCc1ccc(Cl)c(Cl)c1)c1cccnc1	104	3	5	-1	99	25	-1	6	-5
CCOc1ccc2[nH]c(=S)[nH]c2c1	104	1	-2	-8	105	1	-7	0	-9
CN(C1=NS(=O)(=O)c2ccccc21)c1ccc(OC(=O)c2ccncc2)cc1	90	-2	-10	11	103	23	-9	-2	4
O=S(=O)(Nc1nc2ccccc2s1)c1ccc(Br)s1	96	-1	3	24	102	-1	0	4	1
Cc1ccc(C(=O)NNc2c3ccccc3nc3ccccc23)cc1	110	9	-3	10	100	-10	-26	-8	9

The last 5 entries of the part before are carried over, then new ones follow.
SMILES	MEKK2 WT-MEK5	PfM18AAP inh	MEKK2mut PB1 HTS	NALP1 inh	MEKK3 PB1 HTS	UBC9 SUMO inh	p-CIP stab down	IDE inh	IDE cell activ
O=C(NCc1ccc(Cl)c(Cl)c1)c1cccnc1	104	3	5	-1	99	25	-1	6	-5
CCOc1ccc2[nH]c(=S)[nH]c2c1	104	1	-2	-8	105	1	-7	0	-9
CN(C1=NS(=O)(=O)c2ccccc21)c1ccc(OC(=O)c2ccncc2)cc1	90	-2	-10	11	103	23	-9	-2	4
O=S(=O)(Nc1nc2ccccc2s1)c1ccc(Br)s1	96	-1	3	24	102	-1	0	4	1
Cc1ccc(C(=O)NNc2c3ccccc3nc3ccccc23)cc1	110	9	-3	10	100	-10	-26	-8	9
COc1ccc(Oc2nc(Oc3ccc(OC)cc3)nc(Oc3ccc(OC)cc3)n2)cc1	79	-8	-6	-4	88	7	7	8	4
Cc1cccc(N2CCN(S(=O)(=O)c3ccc4c(c3)C(C)(C)C(=O)N4C)CC2)c1C	94	-4	-4	10	99	-3	-6	-1	0
CCCCCCc1ccc(OC(=O)c2ccncc2)cc1	104	1	4	8	100	29	0	-3	6
Cc1cccc(NC(=O)Cn2nc(C(F)(F)F)cc2C2CC2)c1	100	2	0	-26	100	-22	-14	-1	0
Cc1ccc2c(c1)CCCN2C(=O)c1cc(C)on1	109	-5	10	10	108	6	-3	-4	4
Cc1ccc(NC(=O)c2cccc(N3C(=O)C4C5CCC(C5)C4C3=O)c2)c(C)c1 (stereo not drawn)	90	0	1	11	100	1	-21	-5	2
CCC(C(=O)Nc1nccs1)c1ccccc1 (stereo not drawn)	99	1	-2	8	100	5	6	1	4
Cc1cc(C)cc(OCC(=O)O/N=C(\N)c2ccccn2)c1	98	-1	-3	4	97	3	4	6	1
O=C(CCNS(=O)(=O)c1ccccc1)N1CCN(c2ccccc2F)CC1	101	-9	9	-4	102	-2	-2	5	1
COc1ccc(N=Cc2sc3ccccc3c2Cl)cc1	102	8	5	5	104	-9	-12	3	1
COc1cc(NC(=O)NC2Cc3ccccc3C2)cc(OC)c1	97	-1	0	11	96	7	0	-2	-1
Cc1nc2c(nnn2Cc2ccccc2)c(=O)[nH]1	102	-2	1	33	102	24	1	2	1
CC(NC(=O)CCC(=O)NCc1ccc(F)cc1)c1ccccc1 (stereo not drawn)	97	-10	-6	8	99	10	0	2	-2
COc1ccc(CCNC(=O)C/C(C)=N/NC(=O)c2cnccn2)cc1	98	12	-1	-1	105	-2	8	2	4
COC(=O)COc1ccc2c(=O)c(Oc3ccccc3)c(C)oc2c1	109	3	1	8	107	22	-3	7	4
COC(=O)c1cc2ccsc2n1Cc1nc(-c2ccc(Cl)cc2)oc1C	118	-1	11	4	120	1	1	-6	2
CCOC(=O)c1c(-c2ccc(F)cc2)csc1NC(=O)CCN1C(=O)c2ccccc2C1=O	99	-2	11	28	99	-2	0	-4	2
COc1ccc(Cc2nc3ccc(C(=O)NCc4cc(C)no4)cc3o2)cc1OC	103	2	4	-3	100	10	-7	0	1
CCOC(=O)CN1C(=O)C(=O)N(Cc2c(C)cc(C)cc2C)C1=O	102	1	2	12	103	18	-3	1	2
CC(C)OCCCNC(=O)c1cc(Sc2ccc(F)cc2)nc2ccccc12	102	-2	-1	14	106	-17	1	-2	3
CCCc1nnc(NC(=O)CCC(=O)NCCc2ccc(Cl)cc2)s1	100	-7	-3	15	99	8	-12	-6	6
COc1ccccc1CNc1ccc(N2CCCCC2)cc1	109	8	6	-2	104	11	-6	-3	3
CCCOc1cccc(C(=O)O)c1	109	-2	9	-5	105	13	-6	2	-3
O=C1c2ccncc2C(=O)N1CNc1ccc(Cl)cc1	110	5	0	2	122	-1	14	5	6
Cc1[nH]c2ccccc2c1/C=N/Nc1ccccc1[N+](=O)[O-]	92	11	6	-4	67*[inhibitor]	-46	14	1	7
CC(C)(C)C1CCc2onc(C(=O)Nc3cccc(O)c3)c2C1 (stereo not drawn)	89	4	-6	6	90	5	-2	1	1
O=C(NC1CCCC1)C(c1ccncc1)N(C(=O)Cc1cccs1)c1ccccc1 (stereo not drawn)	101	-3	-4	5	101	15	-9	2	6
CN(C(=O)COC(=O)c1cnc(Cl)c(Cl)c1)C1CCS(=O)(=O)C1 (stereo not drawn)	95	3	-2	13	93	-6	13	-1	0
O=C(NCc1ccccc1)C(=O)c1cn(CC(=O)N2CCOCC2)c2ccccc12	101	-1	1	14	99	8	-12	-2	2
O=C(O)CCN1Cc2ccccc2C1=O	94	11	-1	10	99	21	-6	-1	3
CCCc1nn2c(=O)cc(CSCC(=O)Nc3ccccc3OC)nc2s1	80	-8	-23	36	72	8	4	0	-3
N=C1/C(=C/c2ccc(OCc3ccccc3)cc2)C(=O)N=C2SC(CC(=O)N3CCOCC3)=NN12	104	2	9	22	106	16	-10	2	2
CCC/C(=N/NC(=O)c1ccc2c(c1)OCO2)c1cccs1	95	-1	-4	22	88	8	-2	1	5
C/C(=N\NC(=O)c1ccc2ccccc2c1)c1cccnc1	106	-4	5	8	103	-8	-18	-2	4
CN(C(=O)Cc1c[nH]c2ccccc12)C(C(=O)Nc1ccc2c(c1)OCO2)c1ccccc1 (stereo not drawn)	94	2	-2	27	94	-24	-1	4	7
O=C1NC(=O)C2(CCCc3ccccc32)N1 (stereo not drawn)	107	-1	8	0	104	4	-3	6	0
CC(=O)c1cccc(OCC(O)CN2CCN(S(=O)(=O)c3c(F)cccc3F)CC2)c1 (stereo not drawn)	99	5	10	10	99	16	-3	3	0
CC(C)C[C@@H](COc1ccccc1)N1CCN(C)CCC1=O	101	-2	5	26	103	2	2	8	2
COc1ccc(-n2c(C)cc(/C=C3\SC(=S)NC3=O)c2C)cc1	90	5	-10	0	100	31	-23	1	-2
N#Cc1c(NC(=O)c2cnn3cccnc23)sc2c1CCCC2	99	8	-1	2	100	22	-16	4	2
CCCC(=O)NC(=S)Nc1ccccc1OC	99	4	3	21	99	0	4	0	3
O=C(Nc1cccc(F)c1)Nc1ccnn1C1CCN(C(=O)c2cscn2)CC1	103	-5	-2	25	103	27	-8	-4	7
O=C(O)c1ccccc1SSc1ccccc1C(=O)O	108	-2	5	6	106	9	-16	-6	-2
COC(=O)c1ccccc1NC(=S)NC(=O)COc1ccc(C)cc1	105	4	3	/	103	/	/	1	8
CCc1ccc(NC(=O)CN2CCCN(S(=O)(=O)c3ccc(F)cc3)CC2)cc1	109	3	6	9	104	-14	-4	2	3
CCC(=O)N(CC(=O)Nc1sc(C)c(C)c1C(N)=O)C1CCCCC1	105	3	3	34	100	6	-4	4	2
C=CCNC(=O)C1CCN(c2cc(C)nc(-c3ccccc3)n2)CC1	98	2	-3	9	98	12	-12	-2	-2
O=C(c1cccs1)N1CCN(Cc2cn[nH]c2-c2ccc(F)cc2F)CC1	103	2	8	23	105	-4	-8	/	-2
CCN(CC)C(=O)c1ccccc1NC(=O)CN1C(=O)c2ccccc2C1=O	92	-6	-7	0	90	16	-5	5	3
CCCn1c(N2CCN(C(=O)NCc3ccccc3)CC2)nc2ccccc21	112	-5	15	/	113	20	-14	0	12
COc1ccc(C)c(S(=O)(=O)Nc2ccc(OCC(=O)O)cc2)c1	106	3	2	37	102	8	-11	4	4
Cc1ccc(NC(=O)COC(=O)COc2cccc3c2OC(C)(C)C3)cc1C	110	4	6	10	105	6	2	-3	0
COC(=O)CNC(=O)Cn1c(=O)n(Cc2ccc(F)cc2)c(=O)c2sccc21	99	2	5	23	102	16	-8	2	6
Cc1nc(SCC(=O)Nc2cccnc2Cl)nc(C)c1C	100	0	2	2	100	17	-12	8	-7
Cc1noc(C)c1CC(=O)NC1CC(C)(C)Cc2c1cnn2-c1ccccc1 (stereo not drawn)	106	-3	9	5	104	8	-8	9	0
COc1cccc(CN(C)C(=O)c2cc(-c3ccc(F)cc3)nc3ccccc23)c1	96	-6	7	-2	102	-10	-2	7	2
O=S(=O)(Nc1cccc(F)c1)c1cccc2nsnc12	102	3	-15	-17	101	3	-2	3	-1

Source: PubChem (several laboratories)

Some of the compounds tested, so the mix of outcomes need not match the whole.
